TRPV1 agonist – HTS Assay for Compounds that Act as Agonists of the Vanilloid Receptor 1. Transient receptor potential cation channel subfamily V member 1 (Homo sapiens), Q8NER1. TRPV1-expressing cells, Fluo-8 calcium influx, agonist mode. activation, % at 8.33 µM. AID 540275, 2011. 320,000 tested, 0.19% active; in the data active = activation above about 80%; inconclusive = between about 30% and that limit; note: 0% is about no effect
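Fluo-8 calcium influx in TRPV1-expressing cells, kinetic read (ex 480/em 520 nm). Compound added and read 3 min for agonist activity, followed by capsaicin at EC20 final and 2 min further read for enhancement.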
Rab9 prom act – qHTS Assay for Rab9 Promoter Activators | Huh7 Rab9 promoter-luciferase reporter, luminescence, 24 h | Potency, µM (highest dose often 9.22 µM), for inactives: top-dose activation, negative = inhibition, usual class: activators | 320,000 tested, 2.8% active | AID 485297, 2010; note: potency is the fitted concentration of half-maximal effect; % of control where 0% means no effect; nearly all actives have a fitted effect of over 60% in size
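Cell-based reporter: Huh7 stable for Rab9 promoter-driven luciferase, plated in reduced-serum medium with 10% FBS at 1500 cells/well, compound-treated 24 h at 37 °C, luminescence read after 10 min reagent.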
Tb PFK inh – qHTS Assay to Find Inhibitors of T. brucei phosphofructokinase | ATP-dependent 6-phosphofructokinase (Trypanosoma brucei brucei), O15648 | T. brucei PFK, ADP-Glo luminescence | Potency, µM (titrated, usually from 57.5 µM), without a hit: top-dose activity, negative = inhibition, usual class: inhibitors | 330,000 tested, 0.17% active | AID 485367, 2010;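 note: potency is the fitted concentration of half-maximal effect; 0% = uninhibited 1x PFK enzyme wells and -100% = no-enzyme wells; nearly all actives have a fitted effect of over 60% in size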
Target sequence (O15648 whole entry, looked up): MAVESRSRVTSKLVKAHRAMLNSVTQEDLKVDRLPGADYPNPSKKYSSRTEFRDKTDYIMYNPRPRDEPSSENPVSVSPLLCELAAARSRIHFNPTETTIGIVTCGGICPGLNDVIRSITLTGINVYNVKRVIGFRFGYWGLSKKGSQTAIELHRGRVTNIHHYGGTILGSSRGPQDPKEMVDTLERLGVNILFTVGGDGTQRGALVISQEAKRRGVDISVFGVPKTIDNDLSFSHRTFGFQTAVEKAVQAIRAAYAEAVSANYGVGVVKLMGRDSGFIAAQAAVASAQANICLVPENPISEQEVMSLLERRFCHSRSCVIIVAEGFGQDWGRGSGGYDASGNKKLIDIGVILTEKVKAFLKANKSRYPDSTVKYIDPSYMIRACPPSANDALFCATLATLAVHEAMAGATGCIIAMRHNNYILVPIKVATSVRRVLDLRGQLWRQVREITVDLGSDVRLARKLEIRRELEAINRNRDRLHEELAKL
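Activity is normalized to no-enzyme wells (full inhibition) and 1.25 nM enzyme wells (no inhibition). Reaction: 0.5 mM F6P, 0.1 mM ATP, 45 min RT, ADP-Glo luminescence; concentration-response curves fitted and classed by quality.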
BRCA1 expr act – qHTS Assay to Identify Small Molecule Activators of BRCA1 Expression; MCF7-BRCA1-FFLuc reporter, luminescence, 48 h; response scale: scaled: vehicle 0%, 10 µM genistein 100%; 380,000 tested, 1.1% active; Potency, µM (highest dose often 46.1 µM), for inactives: top-dose activation, most hits filed as activators; note: potency is the fitted concentration of half-maximal effect; nearly all actives have a fitted effect of over 80% in size; some results filed as inactive show a strong effect at the top dose
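48 h compound treatment of MCF7-BRCA1-FFLuc cells (phenol-red free MEM, 37 °C), then 15 min with luciferase substrate and luminescence imaging.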
Gal4-VP16 FLuc – VP16 counterscreen qHTS for inhibitors of ROR gamma transcriptional activity. Drosophila S2 Gal4-VP16 UAS-luciferase, luminescence, 20 h. Potency, µM (titrated, usually from 53.6 µM), without a hit: top-dose activity, negative = inhibition, usual class: inhibitors. 310,000 tested, 3.5% active. AID 2546, 2010;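 note: Gal4-VP16 expression switched on by copper sulfate through the metallothionein promoter; potency is the fitted concentration of half-maximal effect; % is set by controls: 0 for no effect and ±100 for the full control effect; nearly all actives have a fitted effect of over 50% in size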
FLuc counter – qHTS profiling assay for firefly luciferase inhibitor/activator using purifed enzyme and Km concentrations of substrates (counterscreen for miR-21 project). Luciferin 4-monooxygenase (Photinus pyralis), P08659. purified FLuc, Km substrates, luminescence inhibition. Potency, µM (titrated, usually from 57.5 µM), without a hit: at the highest dose activity change, negative = inhibition, most hits filed as inhibitors. 360,000 tested, 6.9% active;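 note: potency is the fitted concentration of half-maximal effect; plate controls were vehicle for no effect and reference inhibitor for full effect; nearly all actives have a fitted effect of over 55% in size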
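Purified P. pyralis luciferase, 10 nM final, with Km-level 10 uM D-luciferin and 10 uM ATP in 50 mM Tris acetate pH 7.5, 10 mM Mg acetate, 0.01% Tween-20, 0.05% BSA; 6-point qHTS titration about 60 µM downward; luminescence read.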
ELG1 genotoxic – qHTS screen for small molecules that induce genotoxicity in human embryonic kidney (HEK293T) cells expressing luciferase-tagged ELG1; HEK293T ELG1-luciferase reporter, luminescence, 16 h; 330,000 tested, 1.3% active; Potency, µM (highest dose often 46 µM), inactives show at the top dose activity change, positive = activation, hits mostly activators; note: potency is the fitted concentration of half-maximal effect; % of control where 0% means no effect; nearly all actives have a fitted effect of over 60% in size
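16 hr compound incubation (37 °C, 5% CO2) of HEK293T cells carrying luciferase-tagged ELG1; luciferase then measured by ONE-Glo luminescence after 30 min at RT.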
RORg inh – qHTS for inhibitors of ROR gamma transcriptional activity | 310,000 tested, 5.4% active | Drosophila S2 Gal4-RORgamma UAS-luciferase reporter, 20 h | Potency, µM (series often up to 53.6 µM), for the others: at the top dose activity change, negative = inhibition, actives largely listed as inhibitors | AID 2551, 2010 | Nuclear receptor ROR-gamma (Mus musculus), P51450; note: potency is the fitted concentration of half-maximal effect; % is set by controls: 0 for no effect and ±100 for the full control effect; nearly all actives have a fitted effect of over 60% in size
Target sequence (P51450 whole entry, looked up, the tested form may be a part): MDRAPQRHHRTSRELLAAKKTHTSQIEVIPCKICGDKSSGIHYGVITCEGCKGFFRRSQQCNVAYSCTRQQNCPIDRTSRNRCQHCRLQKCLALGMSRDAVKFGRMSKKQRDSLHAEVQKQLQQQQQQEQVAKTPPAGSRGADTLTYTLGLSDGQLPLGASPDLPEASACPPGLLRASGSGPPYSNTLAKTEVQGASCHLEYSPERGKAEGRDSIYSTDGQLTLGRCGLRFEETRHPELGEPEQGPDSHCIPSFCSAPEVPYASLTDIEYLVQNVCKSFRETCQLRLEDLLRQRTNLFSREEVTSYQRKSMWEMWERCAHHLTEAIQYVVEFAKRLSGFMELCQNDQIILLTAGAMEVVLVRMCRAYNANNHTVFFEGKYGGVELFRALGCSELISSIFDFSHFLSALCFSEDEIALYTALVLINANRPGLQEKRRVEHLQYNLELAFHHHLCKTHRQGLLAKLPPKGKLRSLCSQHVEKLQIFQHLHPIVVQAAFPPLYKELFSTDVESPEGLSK
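Stably transfected Drosophila Schneider cells are the test system, with ROR gamma fused to Gal4 and luciferase under UAS control; luminescence is read after 20 hr of 700 uM copper sulfate induction at ambient temperature.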
p53 reactivation – qHTS assay for re-activators of p53 using a Luc reporter. H1299 p53-A138V BP100-luciferase reporter, luminescence, 24 h. Potency, µM (series often up to 92.2 µM), without a hit: top-dose activity change, positive = activation, hits mostly activators. 320,000 tested, 0.063% active. AID 504706, 2011; note: potency is the fitted concentration of half-maximal effect; % of control where 0% means no effect; nearly all actives have a fitted effect of over 45% in size
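H1299 (p53-null), stable ts p53-A138V + BP100-Luc; 1000 cells/well, Opti-MEM/10% FBS; cpd 4 pt, 1:5; 24 h, 37 deg C, 5% CO2; detection reagent 10 min RT; luminescence.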
ELG1 repair inh – qHTS screen for small molecules that inhibit ELG1-dependent DNA repair in human embryonic kidney (HEK293T) cells expressing luciferase-tagged ELG1; 330,000 tested, 2.3% active; HEK293T ELG1-luciferase reporter, luminescence, 16 h; DNA damage induced by 5-fluorouridine; AID 504467, 2011; Potency, µM (doses to about 46.1 µM), for inactives: top-dose activity change, negative = inhibition, hits mostly inhibitors; note: potency is the fitted concentration of half-maximal effect; % is set by controls: 0 for no effect and ±100 for the full control effect; nearly all actives have a fitted effect of over 55% in size
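HEK293T cells expressing luciferase-tagged ELG1 (2,000/well) received 5-Fluorouridine plus compound or DMSO for 16 hr at 37 °C. Luciferase was read by ONE-Glo luminescence after 30 min at room temperature.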
NPC1 promoter act – qHTS Assay for NPC1 Promoter Activators | Huh7 NPC1 promoter luciferase reporter, 24 h | Potency, µM (titrated, usually from 9.22 µM), inactives show at the top dose activation, hits mostly activators | 320,000 tested, 2.4% active | AID 485313, 2010;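 note: potency is the fitted concentration of half-maximal effect; % of control where 0% means no effect; nearly all actives have a fitted effect of over 60% in size; reporter is driven by a mutant NPC1 promoter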
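Quantitative HTS used a cell-based reporter: Huh7 cells stably bearing the NPC1 promoter upstream of luciferase were treated with compounds for 24 h, and promoter activation was read as luminescence.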
* = called active by the depositor; u = inconclusive; x = not tested or not shown; [ ] = remark or other dose. Unless noted, calls come from the whole dose curve; as a rule, active = well fitted curve in the direction sought with a large enough effect; inconclusive = small, poorly fitted or top-dose-only effect, or another doubt; inactive = no such curve, though single readings can be large; an effect the other way counts as inactive or inconclusive.

mol | TRPV1 agonist | Rab9 prom act | Tb PFK inh | BRCA1 expr act | Gal4-VP16 FLuc | FLuc counter | ELG1 genotoxic | RORg inh | p53 reactivation | ELG1 repair inh | NPC1 promoter act
Cc1c(NS(C)(=O)=O)cccc1-c1nc2cccnc2s1 | -3 | u | 0% | u | 12% | 17µM* | -7% | 24% | 10% | u | u
Cc1ccc(NC(=O)Cn2cc(C(F)(F)F)cc(Cl)c2=O)cc1Cl | -1 | -5% | 9% | -3% | 1% | -2% | 3% | 9% | 9% | 7% | -8%
Cc1cccc(/C(N)=N/OC(=O)COc2ccc(Cl)c(C)c2)c1 | -1 | -1% | 1% | 1% | -26% | -13% | 2% | 12% | -5% | 12% | 2%
O=C(COn1nnc2ccc(C(F)(F)F)cc21)Nc1c(Cl)cccc1Cl | 5 | 2% | -1% | -11% | -2% | 0% | -1% | 5% | -16% | -21% | 0%
COc1ccc(C(=O)NC(C)c2nc3ccccc3[nH]2)cc1OC (centres undefined) | 1 | 1% | 0% | 1% | -4% | -2% | 2% | -8% | 3% | -10% | 0%
O=C(O)c1ccc(N2C(=O)CCCC2=O)cc1 | 0 | -1% | 1% | 0% | 1% | 0% | 0% | -5% | 1% | 6% | 1%
CCCC(=O)Nc1nc(-c2ccc3c(c2)OCCO3)cs1 | 23 | 3.2µM* | -2% | u | 28% | 6µM* | 2.6µM* | u | u | u | 1.8µM*
CCN(CC)S(=O)(=O)c1ccc(C(=O)NCC2CCCCC2)cc1 | u | -1% | 3% | -1% | 29% | 7% | -6% | 38% | -3% | 0% | -6%
CCOC(=O)c1ccccc1NC(=O)CN1C(=O)CCS(=O)(=O)c2ccccc21 | -2 | -7% | -6% | 20% | 5% | 2% | 0% | 20% | -3% | 7% | -2%
Cc1ccc(S(=O)(=O)/C(C#N)=C/c2c(N3CC(C)OC(C)C3)nc3c(C)cccn3c2=O)cc1 (centres undefined) | 3 | -6% | -2% | -3%[1.84 µM] | 3% | 0% | 0% | -40% | -3% | u | 2%
Cc1cccc(CSC2=CS(=O)(=O)c3ccccc3N2)c1 | u | -2% | -4% | -37% | -4% | 1% | -9% | 28% | 3% | -2% | -1%
N#CC1C(=O)NC(N2CCN(c3ccccc3)CC2)=NC12CCCCC2 (centres undefined) | 0 | 1% | -3% | -16% | 1% | 2% | 0% | -7% | -4% | -2% | -5%
CCC(=O)c1ccccc1OCCCn1cncn1 | x | -9% | -4% | -13% | 4% | 3% | 0% | -21% | -3% | 1% | -2%
Cc1ccnc(NC(=O)c2ccc(Br)s2)c1 | u | 1.6µM* | -8% | u | u | 2.7µM* | u | u | u | u | 1.1µM*
CCC(C)(C)C1CCc2[nH]nc(C(=O)NCC3CC3)c2C1 (centres undefined) | -5 | -4% | -3% | 8% | x | u | -3% | x | -2% | -1% | -3%
CC(=O)Nc1cccc(NC(=O)c2cc3ccccc3o2)c1 | u | u | 0% | 8.9µM* | -6% | 3.4µM* | 5.8µM* | u | u | u | 3.5µM*
CC1(C)CC(=O)C=C(C(=O)N2CCCC(C(=O)c3cccc(C(F)(F)F)c3)C2)O1 (centres undefined) | 1 | 0% | 6% | -16% | -5% | 0% | -4% | 11% | 6% | 12% | 7%
COC(=O)c1ccc(COC(=O)C(CCS(C)(=O)=O)N2C(=O)c3ccccc3C2=O)cc1 (centres undefined) | 4 | 1% | -2% | 0% | -7% | 1% | 4% | 0% | -10% | 3% | 1%
c1ccc(-n2cccc2CNC2CCCCC2)cc1 | 1 | -1% | -8% | 14% | -6% | 6% | 0% | 1% | -5% | -36% | -1%
CNC(=S)Nc1ccc([N+](=O)[O-])cc1 | -6 | 2% | u | 3% | -9% | -2% | -5% | -18% | -2% | -25% | -3%
CC(=O)N(Cc1cc(=O)[nH]c2ccccc12)c1cccc(C)c1 | -1 | 6% | -1% | 0% | -3% | -1% | -3% | 5% | -8% | -8% | -3%
Cc1ccc(-c2nc3ccccc3c(C(=O)NCc3cccs3)c2C)cc1 | u | 0% | -1% | -54% | -7% | -13% | -7% | 15% | 1% | u | -1%
Cc1cccc(N2CCN(C(=O)c3csc4ccccc34)CC2C)c1 (centres undefined) | 10 | 1% | -3% | -50% | 5% | 0% | -9% | 20% | -1% | u | -2%
COc1ccc(NC(=O)N2CCC(C(=O)c3ccc(F)cc3)CC2)cc1 | u | 2% | 3% | -1% | -14% | -16% | -4% | 20% | 6% | -16% | -6%

Shown with values under each structure: part of the list above
The line under a structure holds: TRPV1 agonist	Rab9 prom act	Tb PFK inh	BRCA1 expr act	Gal4-VP16 FLuc	FLuc counter	ELG1 genotoxic	RORg inh	p53 reactivation	ELG1 repair inh	NPC1 promoter act
Cc1cccc(N2CCN(C(=O)c3csc4ccccc34)CC2C)c1 (centres undefined)
    10	1%	-3%	-50%	5%	0%	-9%	20%	-1%	u	-2%
COc1ccc(NC(=O)N2CCC(C(=O)c3ccc(F)cc3)CC2)cc1
    u	2%	3%	-1%	-14%	-16%	-4%	20%	6%	-16%	-6%

The main list resumes, starting 3 compounds before the break.
mol | TRPV1 agonist | Rab9 prom act | Tb PFK inh | BRCA1 expr act | Gal4-VP16 FLuc | FLuc counter | ELG1 genotoxic | RORg inh | p53 reactivation | ELG1 repair inh | NPC1 promoter act
Cc1ccc(-c2nc3ccccc3c(C(=O)NCc3cccs3)c2C)cc1 | u | 0% | -1% | -54% | -7% | -13% | -7% | 15% | 1% | u | -1%
Cc1cccc(N2CCN(C(=O)c3csc4ccccc34)CC2C)c1 (centres undefined) | 10 | 1% | -3% | -50% | 5% | 0% | -9% | 20% | -1% | u | -2%
COc1ccc(NC(=O)N2CCC(C(=O)c3ccc(F)cc3)CC2)cc1 | u | 2% | 3% | -1% | -14% | -16% | -4% | 20% | 6% | -16% | -6%
CC(C)Nc1nc(-c2ccccc2)nc(-n2ccnc2)n1 | 19 | -11% | -7% | -12% | -26% | 0% | 1% | u | u | -13% | u
Cc1ccc(OCC(=O)Nc2sc3c(c2C#N)CCC3)cc1C | 0 | u | -9% | 90% | -26% | -13% | 14% | -17% | 3% | u | u
COc1ccc(/C=C/C(=O)NC(=S)NNC(=O)c2cccnc2)cc1 | -3 | -1% | 0% | -17% | -43% | 24µM* | 0% | -3%[10 µM] | 12% | 1% | -1%
Cn1c(=O)c2cn(Cc3ccc(Cl)cc3)cc2n(C)c1=O | 1 | -11% | -12% | -41% | -1% | 0% | -5% | 12% | -10% | -25% | 2%
COc1ccc(Cc2nc(C)cc(Cl)n2)cc1[N+](=O)[O-] | 0 | 6% | -2% | -8% | -13% | 4% | -5% | -1% | u | 8% | -5%
Brc1ccc2nc(-c3c[nH]c4ccccc34)cn2c1 | 3 | 1µM* | -2% | u | u | 1.5µM* | u | 0.2µM* | u | u | 2.2µM*
Cc1ccc(CNC(=O)CS(=O)(=O)c2cn(CC(=O)N3CCOCC3)c3ccccc23)cc1 | 1 | 0% | -12% | 13% | -1% | 4% | 0% | -20% | 3% | -30% | 5%
CN1C(=O)C2(c3ccccc31)c1c(oc3ccccc3c1=O)C(=O)N2CCCO (centres undefined) | 2 | 2% | 2% | 0% | -5% | -1% | -1% | 11% | -2% | 8% | -1%
O=S(=O)(c1cccc2ccccc12)n1nnc2ccccc21 | 1 | 8% | 0% | 2% | 4% | 0% | 3% | -7% | 1% | 16% | 1%
O=C(Nc1ccccc1Cl)Oc1ccc2ccccc2c1 | 5 | -5% | 1% | x | -9% | -23% | 0% | 33% | 6% | 4% | -3%
